# Screens: PubChem, Broad Institute
# EWS-Fli inh: inhibitors of EWS/Fli oncoprotein transcriptional activity. A673 NR0B1-luciferase reporter, viability-normalised. inhibition, % at 12.6 µM. actives 0.67% (n = 350,000). AID 651661;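 active = mean inhibition of at least 50% after viability correction, with every replicate also passing that limit; inconclusive = mean reaches 50% but only one of two replicates passes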;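 note: firefly luciferase signal divided by Alamar Blue viability fluorescence both relative to DMSO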
# miR-122 sensor: miR-122 inhibition in Huh7 cells | actives 0.3% (n = 340,000) | Huh7 miR-122 Renilla luciferase sensor, 48 h; neutral wells = 0, positive control = 100 | activation (reporter increase), % at 12.5 µM;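 active = mean replicate activation score at least 90 and every replicate individually at or above 90; inconclusive = only one of the two criteria met; inactive = neither criterion met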;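 note: higher luciferase means less miR-122 activity so hits act as miR-122 inhibitors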
# F508del corr: CFTR F508del correction in bronchial cells; actives 0.36% (n = 350,000); activity (quench increase), % at 7.58 µM; CFBE cells, YFP halide quenching; stimulated with forskolin plus potentiator P3; % fluorescence drop versus neutral controls; AID 720511;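 active = mean added fluorescence quench of at least 8% versus neutral control, with both replicates also reaching 8%; inconclusive = only one of the mean or replicate conditions met; inactive = mean below 8% and not both replicates reaching 8%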;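 note: cells transiently co-express mutant CFTR-F508del with the halide-sensitive YFP; corrector assay measuring rescue of mutant channel to the surface after 24 h compound exposure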
# PAX8 inh HTS: inhibitors of PAX8 transcriptional activity in RMG-I cells; RMG-I TPO-luciferase reporter, SteadyGlo, 24 h; inhibition, % at 12.6 µM; actives 1.2% (n = 360,000); AID 652154;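 active = mean replicate inhibition at least 60% with every replicate also reaching 60%; inconclusive = only one of the two criteria is met; inactive = mean below 60% and not all replicates reaching 60%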;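 note: luciferase light reporting Pax8 driven TPO promoter activity; plate controls were median of neutral control wells for no effect and mitoxantrone controls for full effect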
# DENV2 CPE rescue: protects cells from dengue virus 2 cytopathic effect; DENV2-infected cells, cytopathic effect rescue, plate reader; CPE inhibition, % at 9.99 µM; actives 1.7% (n = 350,000); AID 651640; in the data active = CPE inhibition above about 20%, passing the limit was not always enough; inconclusive = no clear call, values can overlap the other calls; tested in BHK-21 cells;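 note: 0% = median of neutral control wells and 100% = median of positive control wells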
# GSIS activator: GLuc luminescence reporter in INS-1E cells, primary screen for activators of glucose-dependent secretion of insulin; INS-1E GLuc reporter insulin secretion, 2-3 h; activation, % at 16.6 µM; actives 0.61% (n = 370,000); AID 743287;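 active = lowest replicate activation of at least 40%, so every replicate reaches that level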;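 note: 0% = median of neutral control wells and 100% = median of IBMX positive control wells; some compounds called inactive have numbers as strong as hits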
# FN deposition inh: fibronectin deposition inhibition; actives 0.086% (n = 350,000); inhibition, % at 12.6 µM; AH1F fibroblasts, Alexa488-fibronectin deposition fluorescence, overnight;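 active = mean inhibition across replicates of 30% or more, regardless of how many single replicates reach that level; inconclusive = mean under 30% yet at least half of replicates reach 30%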;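 note: positive control wells lacked labelled fibronectin entirely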
#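 Schedule: 1 h cell adhesion before compound, then overnight fibronectin incubation; test system: AH1F fibroblast monolayer depositing Alexa488-labelled fibronectin into matrix; quantity: 10000 AH1F cells per well; probe or stimulus: fluorescent fibronectin at 24 nM final; signal: fluorescence, ex 485 nm, em 525 nm; evaluation: percent inhibition as loss of matrix-bound fibronectin fluorescence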
# An asterisk follows results filed as active; u = inconclusive; x = no result given; & = joins results of further samples; [ ] = dose if it differs, or a comment. Rows were taken by chance. Share with any hit: about 3.9%.
SMILES	EWS-Fli inh	miR-122 sensor	F508del corr	PAX8 inh HTS	DENV2 CPE rescue	GSIS activator	FN deposition inh
COc1ccc(N2CCN(C(=O)CCc3ccc(S(=O)(=O)NC(C)(C)C)cc3)CC2)cc1	17	-6	-4.2	26	-2	-5	6
Cc1cc(=O)oc2c(C)c(OC(C)C(=O)NCCCN3CCOCC3)ccc12 (stereo not drawn)	x	1	0.8	-16	0	-9	1
COc1ccc(C(=O)NCCCc2nc3ccccc3n2Cc2ccccc2C)cc1OC	2	x	-2.6	-2	-12	-37	0
Cc1cccc(C(=O)OCC(=O)N2CCC(c3ccccc3)=N2)c1O	-4	x	-2.9	-7	5	2	-6
COc1ccc(CCNC(=O)Cn2nnc(-c3ccc(N4CCOCC4)cc3)n2)cc1OC	-28	-1	-6.2	x	7	5	x
CC(C)c1ccc2[nH]c3c(c2c1)CCCC3=O	1	x	-0.9	7	-3	-12	8
CCOC(=O)C1C(c2ccc(OC)cc2)N(C)OC1(O)C(F)(F)F (stereo not drawn)	5	x	-2.4	-8	-2	12	2
C[C@H]1CN([C@@H](C)CO)C(=O)c2cc(NC(=O)C3CCCCC3)ccc2O[C@@H]1CN(C)C	0	0[16.7 µM]	-0.6	-11	6	-3	x
COc1ccc(C(C#N)=Cc2ccc(NC(C)=O)cc2)cc1	-74	-6	0.1	-155	2	8	-8
O=C(CC1C(=O)NCCN1Cc1ccccc1C(F)(F)F)NCCN1CCOCC1 (stereo not drawn)	1	2	0.0	-5	-1	9	-5
O=S(=O)(c1ccc(SCc2ccccc2)nc1)N1CCCCCC1	-15	x	0.0	-18	11	-1	3
Cc1cccc(NS(=O)(=O)c2cc(C(=O)N3CCOCC3)ccc2Cl)c1	-5	x	2.6	11	16	-24	3
COc1ccc(S(=O)(=O)NCc2ccc(C(=O)NCCCN3CCCC(C)C3)cc2)cc1 (stereo not drawn)	-8	2	1.2	-11	3	25	1
COc1ccc(NC(=O)N(C)C[C@@H]2Oc3ccc(NC(=O)Nc4ccc5c(c4)OCO5)cc3CC(=O)N([C@H](C)CO)C[C@@H]2C)cc1	-7	-6[16.7 µM]	1.4	-16	-16	-6	x
Cc1ccc2c(c1)N(CCCC(=O)NCCC1=CCCCC1)C(=O)CO2	x	-4	x	x	x	-1	-1

# Limited to GSIS activator and PAX8 inh HTS (2 entries from above):
Compound | GSIS activator | PAX8 inh HTS
COc1ccc(C(=O)NCCCc2nc3ccccc3n2Cc2ccccc2C)cc1OC | -37 | -2
Cc1cccc(C(=O)OCC(=O)N2CCC(c3ccccc3)=N2)c1O | 2 | -7

# Additional records follow:
SMILES	EWS-Fli inh	miR-122 sensor	F508del corr	PAX8 inh HTS	DENV2 CPE rescue	GSIS activator	FN deposition inh
C[C@@H]1CN([C@H](C)CO)C(=O)c2cc(-c3cncnc3)cnc2O[C@H]1CN(C)Cc1ccc(F)cc1	-6	3[16.7 µM]	0.3	-5	6	7	-8
Cc1[nH]c2ccccc2c1C(c1ccccn1)N1CCCC1 (stereo not drawn)	0	x	-0.8	9	4	14	3
COc1ccccc1N(CC(=O)Nc1ccccc1C(F)(F)F)S(=O)(=O)c1cccs1	15	-4	1.2	-7	u	-8	3
CS(=O)(=O)N1CCN(S(=O)(=O)c2ccccc2[N+](=O)[O-])CC1	-8	x	-0.9	4	3	5	16
COc1ccc(/C=C/C(=O)OCC(=O)Nc2ccc3[nH]c(=O)[nH]c3c2)cc1OC	-3	x	1.4	4	-4	28	0
N/C(=N\OC(=O)c1cccc2ccccc12)c1ccncc1	-45	x	1.7	-35	-4	25	1
O=C1CCCN1CCC(=O)N1CCCC(CO)(Cc2ccccc2)C1 (stereo not drawn)	x	-5	-0.6	-159	-7	25	2
CC1=CC(C)[C@@H]2COC(c3ccc(O)cc3)[C@H]1C2C (stereo partly drawn)	0	5	0.5	1	-5	-5	0
CC(C)c1cc(C(=O)NCCc2ccccc2)no1	-68	3	-1.0	-159	3	1	2
O=C(CN1C(=O)CSc2ccc(S(=O)(=O)N3CCCCCC3)cc21)NCCc1ccccc1	-11	-1	-4.1	-12	-4	x	x
Oc1ccc(/C=N/N2CCOCC2)c(O)c1O	-16	x	1.1	10	7	10	-10
NC(=O)C(c1cccc(Cl)c1)c1ncc(C(F)(F)F)cc1Cl (stereo not drawn)	x	7	x	21	x	x	0
COc1ccc(C(CC(=O)O)n2cnnn2)cc1 (stereo not drawn)	-3	0	1.3	3	-4	3	-7
COc1cccc(CN(C)C(=O)Cn2cc(C)c(=O)[nH]c2=O)c1	8	2	-0.9	-2	-8	-1	15
COc1ccc2nc(C)cc(SCC(=O)N/N=C/c3c(OC)ccc4ccccc34)c2c1	0	x	x	-13	-5	49	2
COc1cccc(S(=O)(=O)N(C)C[C@@H]2OCc3cn(nn3)CCCC(=O)N([C@H](C)CO)C[C@H]2C)c1	4&10	-4	3.4&1.2	2&-22	17&10	1	5&-8
COc1ccc(NC(=O)Nc2cccc3c2O[C@H](CN(C)C)[C@H](C)CN([C@H](C)CO)C3=O)cc1	3	0[16.7 µM]	0.4	15	0	6	x
CCN1CCC(O)(C#Cc2ccccc2)CC1	-3	x	-3.9	1	-2	19	-5
O=C(c1cccnc1)N1C[C@H]2[C@@H](c3ccccc31)[C@H](CO)N2C(=O)C1CCCC1	-1	-40[16.7 µM]	3.8	2	-5	13	x
COc1cc(OC)cc(C(=O)NC(C)CCc2ccccc2)c1 (stereo not drawn)	6	-4	-2.9	12	-3	-12	-2
Cc1ccc(-c2ccc(CCC(=O)O)n2-c2cccc(C(=O)O)c2)cc1	-33	1	-1.1	-54	-1	-5	-1
CCNC(=O)C[C@H]1CC[C@H]2[C@@H](COc3ccc(NC(=O)Nc4cccc(F)c4)cc3C(=O)N2C)O1	-7	-2[16.7 µM]	2.3	1	2	2	0
CC(CN1C(C)CCCC1C)OC(=O)c1ccccc1Br (stereo not drawn)	0	-2	1.3	7	6	26	-1
CN1CCN(C(=O)C2=C[C@H](c3ccc(Br)cc3)C[C@H](OCCCCO)O2)CC1	-17&-5	1	-1.6&2.7	13&-37	-11&4	x	6
Cn1c(=O)c2c(nc(CN3CCCCC3)n2CCCc2ccccc2)n(C)c1=O	x	3	x	-2	x	x	-12
O=C1OC(O)c2cccc3cccc1c23 (stereo not drawn)	-1	-6	0.1	7	u	-6	2
COC(=O)COc1ccc(S(=O)(=O)Nc2ccc3c(c2)OCCO3)cc1Cl	-7	5	2.8	x	-10	-33	x
O=C(/C=C/c1ccc(Cl)cc1)NCc1ccco1	-10	x	x	-78	-5	-5	1
CC1CCCCN1C(=O)CSc1nc(-c2ccccc2)cn1N (stereo not drawn)	-15	-2	1.4	-7	19	-12	x
COc1ccc(C#Cc2ccc3c(c2)[C@]2(C(=O)N3)[C@H](c3ccccc3OCCO)N3[C@H](c4ccccc4)[C@H](c4ccccc4)OC(=O)[C@H]3[C@@H]2C(=O)NC[C@H](O)c2ccccc2)cc1	3	x	2.2	89*	-5	x	x
CNC(=O)C[C@@H]1CC[C@H]2[C@H](COc3ccc(NC(=O)c4ccc(C(F)(F)F)cc4)cc3C(=O)N2C)O1	-10	0[16.7 µM]	1.5	-6	0	-13	-21
COc1ccccc1S(=O)(=O)Nc1ccc2c(c1)C(=O)N(C)C[C@H](OC)[C@@H](C)CN[C@@H](C)CO2	2	x	1.7	3	-7	13	-4
CC[C@H]1C(=O)[C@@H](Cc2ccccc2)[C@@H]2CCN3C(=O)CCC[C@H]1[C@H]23	7	-9	0.3	15	-18	-6	6
Cc1noc(C)c1S(=O)(=O)N(C)C[C@@H]1Oc2ccc(NC(=O)C3CCCCC3)cc2CC(=O)N([C@H](C)CO)C[C@@H]1C	8	7[16.7 µM]	-0.6	x	5	-3	x
CCOC(=O)c1cc2c(=O)n3ccccc3nc2n(CC2CCCO2)c1=NC(=O)/C=C/c1ccccc1 (stereo not drawn)	4	-4	0.9	-4	15	16	2
CN(CC(=O)Nc1ccc(Cl)cc1)C(=O)C1=COCCO1	-1	-2	-0.8	-10	-12	17	-8
CCC(=O)N(C)C[C@@H]1Oc2cc(-c3ccccc3F)ccc2S(=O)(=O)N([C@@H](C)CO)C[C@H]1C	2	2[16.7 µM]	0.2	x	-12	15	x
Cc1occc1-c1nnc(SCC(=O)c2ccc(Cl)cc2)n1CC1CCCO1 (stereo not drawn)	x	4	x	0	x	-8	-3
C[C@H](CO)N1C[C@H](C)[C@@H](CN(C)Cc2ccc3c(c2)OCO3)Oc2ccc(NC(=O)Nc3ccc4c(c3)OCO4)cc2CC1=O	5	-7[16.7 µM]	-0.6	14	0	-9	x
Cc1cccc(C(=O)Nc2ccccc2N2CCN(c3ccc(F)cc3)CC2)c1	x	-1	x	20	x	x	-1
CC1CCCCN1C(=O)c1cccc(NC(=O)c2ccccc2)c1 (stereo not drawn)	-5	x	4.1	-3	5	3	-11
CCN(CC)S(=O)(=O)c1cccc(-c2n[nH]c(=S)n2/N=C/c2ccc(Br)cc2)c1	x	x	x	6	x	-22	2
O=C(CSc1nc2ccccc2s1)Nc1ccc(N2CCOCC2)c(Cl)c1	x	x	x	-8	x	-18	-13
Cc1ccc2c(c1)nnn2C1CCN(S(=O)(=O)c2ccc(C(=O)O)cc2)CC1	-3	x	-1.2	-4	5	11	4
Cc1cccc(Cl)c1OCCN1CCCC1	3	3	-0.9	-8	70*	-8	10
CC(C)(C)OC(=O)NCCCCCNC(=O)c1nc[nH]c1C(=O)N1CCN(C(=O)OC(C)(C)C)CC1	-4	-4	0.0	9	2	-8	-2
CCCCCCCCCC(=O)Nn1cnc2ccccc2c1=O	-6	x	-6.1	-17	-3	-10	-7
COc1cccc(C(=O)CC(=O)C(=O)Nc2ccc(C)cc2Cl)c1	9	-3	3.6	-12	3	15	1
O=C(COC(=O)CNS(=O)(=O)c1c(F)cccc1F)NC(=O)NC1CCCCC1	-7	x	0.9	-24	-4	-23	5
COc1ccccc1C(=O)Nc1ccc2c(c1)OC[C@@H](C)NC[C@H](C)[C@@H](OC)CN(C)C2=O	-1	x	1.0	12	-4	3	-1
CCC(=O)N(C)C[C@H]1Oc2cc(-c3ccccc3)ccc2S(=O)(=O)N([C@@H](C)CO)C[C@H]1C	-2	-26[16.7 µM]	0.0	x	5	-5	x
Cc1nnc(SCc2cccc(CSc3nnc(C)s3)c2)s1	x	-7	x	-77	x	x	-8
CC(=O)N1CC(=O)N2[C@H](C1)[C@H](c1ccc(C#CC(C)C)cc1)[C@@H]2CO	2	x	1.6	-2	9	5	x
CCCC(=O)NNc1c2ccccc2nc2ccccc12	x	-3	x	15	x	-27	0
CCCCC(=O)NC(c1cccc([N+](=O)[O-])c1)c1ccc2cccnc2c1O (stereo not drawn)	28	-20	7.1	51	-15	-7	0
Cc1csc2ncc(C(=O)N3c4ccccc4CC3C)c(=O)n12 (stereo not drawn)	11	5	-0.2	19	2	x	-4
CCC(C(=O)NCCC1=CCCCC1)n1nc(C)c2c(C)n(-c3ccccc3)nc2c1=O (stereo not drawn)	5	5	0.9	-15	2	-23	-7
CCCCNC(=O)C[C@@H]1C[C@@]2(C(=O)OCC)CCCC=C2N(Cc2ccco2)C1=O	-1	x	-0.8	-2	2	-11	x
CCOC(=O)N1CCN(C(=O)c2ccc(CS(=O)c3cccc(C)c3)o2)CC1 (stereo not drawn)	1	1	-1.1	14	-14	1	2
